HT1080-NT tox: kills 2HG-producing HT-1080-NT fibrosarcoma cells | 360,000 tested, 1.6% active | Potency, µM (top dose mostly 46.1 µM), inactives show at the highest dose activity, negative = less viability, actives largely listed as cytotoxic | HT-1080-NT fibrosarcoma viability, CellTiter-Glo ATP luminescence, 48 h;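 note: NT is the 2HG producing partner of a matched IDH1 knockdown line; potency is the fitted concentration of half-maximal effect; 0% = DMSO-treated cells and -100% = media-only wells without cells; nearly all actives have a fitted effect of over 55% in size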
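750 cells/well, RPMI + 5% FBS; 2 h settle, compound pin-transfer, 48 h at 37 degrees C. CellTiter-Glo 10 min RT, luminescence. Normalized to DMSO and media-only wells.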
KB-3-1 cytotox: KB-3-1 parental cell cytotoxicity; KB-3-1 viability, CellTiter-Glo ATP luminescence, 72 h; Potency, µM (doses to about 46.1 µM), for inactives: top-dose activity change, negative = cytotoxic, hits mostly cytotoxic; 400,000 tested, 1.4% active; note: potency is the fitted concentration of half-maximal effect; % is set by controls: 0 for no effect and ±100 for the full control effect; nearly all actives have a fitted effect of over 60% in size
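Multi-concentration cytotoxicity screen in KB-3-1 cells grown in DMEM lacking phenol red with 10% FBS. After 72 h at 37 °C with compound, ATP-dependent luminescence was recorded.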
ATXN viability: viability counter-screen for ATXN expression inhibitors; S2 cells (HEK-293 line with an ATXN2-luciferase reporter) viability, CellTiter-Fluor protease fluorescence, 24 h; Potency, µM (highest dose often 56.7 µM), actives largely listed as cytotoxic; 400,000 tested, 0.49% active; AID 651635; note: potency is the fitted concentration of half-maximal effect; nearly all actives have a fitted effect of over 40% in size
MCF10A rerep: induces DNA re-replication in MCF 10a normal breast cells. MCF 10A DNA re-replication, Hoechst nuclear intensity, 48 h. Potency, µM (titrated, usually from 46.1 µM), inactives show at the top dose activity, positive = re-replication, hits mostly activators. 350,000 tested, 2.9% active; note: potency is the fitted concentration of half-maximal effect; % of control where 0% means no effect; nearly all actives have a fitted effect of over 50% in size
IL-1B inflam inh: blocks inflammasome-driven IL-1 beta release. THP-1 LPS/ATP IL-1B secretion, AlphaLISA, 16 h; hits give low values. 360,000 tested, 4.7% active. activity change, % at 57.5 µM. AID 743279; in the data active = activity change below about -50%; inconclusive = mostly about -30% to -49%; note: % is set by controls: 0 for no effect and ±100 for the full control effect
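Secreted IL-1B measured by AlphaLISA bead assay after 16 h compound exposure of THP-1 cells; compounds (final up to 57.5 uM) added 1 h before LPS (250 ng/mL) and ATP (1.25 mM) stimulation; lower signal means less secretion.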
ATXN2 expr inh: inhibitors of ATXN2 expression. 360,000 tested, 0.72% active. Potency, µM (titrated, usually from 57 µM), inactives show top-dose activity change, negative = inhibition, most hits filed as inhibitors. HEK-293 ATXN2-luciferase reporter, luminescence, 24 h; note: potency is the fitted concentration of half-maximal effect; % is set by controls: 0 for no effect and ±100 for the full control effect; nearly all actives have a fitted effect of over 55% in size
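qHTS (up to 57 uM final) was run with 24 h compound exposure of reporter cells at 37 °C. Each well was multiplexed: SteadyGlo luminescence measured ATXN2-luciferase expression after a fluorogenic Gly-Phe-AFC viability readout (25 uM final).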
SW480 rereplic: inducers of DNA re-replication in SW480 colon cancer cells; SW480 DNA re-replication, Hoechst DNA content imaging, 48 h; Potency, µM (top dose mostly 46.1 µM), without a hit: top-dose re-replication activation, actives largely listed as activators; 340,000 tested, 1.8% active; AID 624297; note: potency is the fitted concentration of half-maximal effect; % of control where 0% means no effect; nearly all actives have a fitted effect of over 55% in size
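SW480 cells exposed to compounds for 48 hr at 37 C, 5% CO2, then Hoechst-stained 40 min. Nuclear DNA content imaged by fluorescence scanning (405 nm excitation, 500-530 nm emission); re-replication scored as increased high-intensity nuclei.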
HT1080 IDH1KD tx: HT-1080 IDH1 knockdown cell toxicity (counter line) | Potency, µM (series often up to 46.1 µM), without a hit: top-dose activity, negative = toxicity, hits mostly cytotoxic | HT-1080 IDH1 knockdown viability, ATP luminescence, 48 h | AID 686971 | 360,000 tested, 2% active;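 note: potency is the fitted concentration of half-maximal effect; 0% = DMSO wells and -100% = cell-free medium wells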
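In this qHTS, HT-1080 cells depleted of IDH1 are exposed for 48 h at 37 °C to compound titrations. Toxicity is scored from CellTiter-Glo luminescence, with DMSO as full viability and medium alone as none.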
KB-V1 MDR tox: KB-V1 MDR subline cytotoxicity; Potency, µM (titrated, usually from 46.1 µM), for the others: at the highest dose activity change, negative = cytotoxicity, most hits filed as cytotoxic; 400,000 tested, 3.4% active; KB-V1 MDR cells viability, CellTiter-Glo, 72 h; AID 1347076; note: potency is the fitted concentration of half-maximal effect; % is set by controls: 0 for no effect and ±100 for the full control effect; nearly all actives have a fitted effect of over 60% in size
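Cytotoxicity via CellTiter-Glo luminescence after 72 h compound exposure at 37 degrees C. Cells: drug-selected KB-V1 line, DMEM phenol-red free plus 10% FBS. Compounds tested at multiple concentrations; normalized data fitted to concentration-effect curves.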
An asterisk follows results filed as active; i = inactive; ? = inconclusive; nt = no result given; & = joins results of further samples; [ ] = remark or other dose. Unless noted, calls come from the whole dose curve; as a rule, active = well fitted curve in the direction sought with a large enough effect; inconclusive = small, poorly fitted or top-dose-only effect, or another doubt; inactive = no such curve, though single readings can be large; an effect the other way counts as inactive or inconclusive.

SMILES	HT1080-NT tox	KB-3-1 cytotox	ATXN viability	MCF10A rerep	IL-1B inflam inh	ATXN2 expr inh	SW480 rereplic	HT1080 IDH1KD tx	KB-V1 MDR tox
O=S(=O)(Nc1ccc(Cc2ccncc2)cc1)c1ccc(Cl)c(Cl)c1	?	?	i	53.1%	-9.8	-24.1%	?	?	5.8µM*
COc1ccccc1OCCSc1nnc(C)n1-c1ccccc1	-2.7%	11.8%	i	-5.2%	0.0	-3.4%	2.1%[9.22 µM]	-0.1%	0.0%
CC1CCC(NC(=O)C2c3ccccc3C(=O)N2Cc2ccc3c(c2)OCO3)CC1 (configuration not stated)	-0.8%	9.0%	i	-3.7%	-5.2	-5.9%	-8.2%	-1.5%	?
COc1ccc2c(c1)-c1nc(NC(=O)c3ccco3)sc1CC2	9.7%	15.5%	i	?	-5.7	37.6%[activator]	4.5%&-7.0%	8.9%	13µM*
NNC(=O)c1ccc(COc2ccc(Br)cc2)o1	-1.7%	-27.6%	i	7.9%	60.8	-9.9%	-3.1%	-9.7%	-20.1%
O=C(Nc1cc(Cl)ccc1O)C1CC(c2ccccc2O)=NO1 (configuration not stated)	-11.6%	-19.8%	nt	?	-9.8	-27.1%	1.2%	-4.8%	?
Cc1nn2c(C(F)(F)F)c3c(nc2c1-c1ccccc1)CCC3	17.9%	-1.9%	i	11.1%	43.2	5.9%	-1.4%	11.3%	?
O=C(N/N=C\c1ccccn1)c1ccccc1O	-2.7%	13.7%	i	?	-122.8*	-54.1%	-18.7%	?	-10.8%
O=C(NCc1cccc(Br)c1)C1CC2Cn3c(nc4ccccc43)C2N1Cc1ccccc1 (configuration not stated)	15.0%	-26.1%	i	19.4%	-5.0	-3.4%	-3.8%	-1.9%	-7.3%
COc1cccc(CNS(=O)(=O)c2ccc3c(c2)CC(C)N3C(=O)C2CC2)c1 (configuration not stated)	?	-23.5%	i	3.1%	2.0	-18.6%	?	-20.7%	?
O=C(NCCCN1CCCC1=O)C1CCN(S(=O)(=O)c2cccc(C(F)(F)F)c2)CC1	-0.7%	8.3%	i	0.9%	9.9	-0.3%	-2.2%	0.1%	28.6%
Nc1[nH]c2cc([N+](=O)[O-])ccc2c1-c1ccccn1	-10.5%	?	?	?	-11.3	-26.7%	?	?	?
O=[N+]([O-])c1ccc(N2CCN(CCO)CC2)cc1Sc1ccccn1	1.6%	0.5%	i	?	-15.3	nt	-9.6%	11.0%	-5.1%
CC(=O)c1ccc(NC(=O)c2ccccc2-c2ccccc2C(=O)O)cc1	-12.3%	6.1%	i	-9.9%	8.1	4.6%	0.9%	-6.9%	?
Cc1noc(C)c1S(=O)(=O)NC(=O)C1(C)CCN1C(=O)C1(c2ccc(Cl)cc2)CCC1 (configuration not stated)	-2.2%	0.0%	i	nt	11.0	15.1%	nt	7.5%	8.6%
COc1ccc(Nc2cc(C(=O)NCc3ccccc3)c3ccccc3n2)c(OC)c1	nt	1.0%	i	nt	nt	15.4%	nt	nt	7.6%
CCCCNC(=O)C1Cc2cc(S(=O)(=O)N3CCCCC3)ccc2N1C(C)=O (configuration not stated)	1.9%	?	i	9.0%	2.0	6.7%	-5.3%	5.1%	-15.6%
COC(=O)CNc1nc(Cl)nc(Nc2ccc(Cl)cc2)n1	-1.9%	0.7%	i	0.3%	-14.2	25.3%	-2.1%	-6.0%	-1.7%
COc1cccc(-c2ccc(C#N)c(SCC(=O)NCc3ccco3)n2)c1	-0.3%	-8.0%	i	7.4%	-9.1	-11.7%	0.0%	0.7%	-14.2%
CCOC(=O)c1c(C)[nH]c(C)c1C(=O)COC(=O)c1ccc(S(=O)(=O)C(F)F)cc1	11.4%	1.9%	nt	-0.6%	-7.8	nt	-5.3%	9.4%	7.9%
O=c1cc(-c2ccccc2F)oc2ccccc12	-1.0%	-25.0%	i	15.4%	-29.0	38.9%[activator]	-1.2%	-6.5%	?
Cc1cnc(C(=O)Nc2ccc(S(=O)(=O)NCC(C)C)cc2)cn1	8.3%	-12.4%	i	?	-6.7	nt	?	-9.0%	-9.0%
CCOc1ccccc1N(CC(=O)N1CCCCCC1)S(=O)(=O)c1ccc(C)cc1	-2.3%	-0.8%	i	7.9%	0.0	-2.8%	-1.2%	-7.0%	-6.2%
O=C(NCCNC(=O)c1ccc(Br)o1)c1cccnc1	14.6%	-0.2%	i	1.0%	i	-1.8%	-15.6%	-2.1%	0.0%
COc1ccccc1-c1c(C)oc2c(CN3CCOCC3)c(O)ccc2c1=O	-4.8%	10.2%	i	-1.0%	0.0	0.5%	-4.3%	-2.4%	6.8%

5 entries already listed, sorted by SMILES length, ascending:
SMILES	HT1080-NT tox	KB-3-1 cytotox	ATXN viability	MCF10A rerep	IL-1B inflam inh	ATXN2 expr inh	SW480 rereplic	HT1080 IDH1KD tx	KB-V1 MDR tox
O=c1cc(-c2ccccc2F)oc2ccccc12	-1.0%	-25.0%	i	15.4%	-29.0	38.9%[activator]	-1.2%	-6.5%	?
NNC(=O)c1ccc(COc2ccc(Br)cc2)o1	-1.7%	-27.6%	i	7.9%	60.8	-9.9%	-3.1%	-9.7%	-20.1%
Cc1cnc(C(=O)Nc2ccc(S(=O)(=O)NCC(C)C)cc2)cn1	8.3%	-12.4%	i	?	-6.7	nt	?	-9.0%	-9.0%
CC1CCC(NC(=O)C2c3ccccc3C(=O)N2Cc2ccc3c(c2)OCO3)CC1 (configuration not stated)	-0.8%	9.0%	i	-3.7%	-5.2	-5.9%	-8.2%	-1.5%	?
CCOC(=O)c1c(C)[nH]c(C)c1C(=O)COC(=O)c1ccc(S(=O)(=O)C(F)F)cc1	11.4%	1.9%	nt	-0.6%	-7.8	nt	-5.3%	9.4%	7.9%

Other results.
SMILES	HT1080-NT tox	KB-3-1 cytotox	ATXN viability	MCF10A rerep	IL-1B inflam inh	ATXN2 expr inh	SW480 rereplic	HT1080 IDH1KD tx	KB-V1 MDR tox
CCOC(=O)C1=C(C)NC(C)=C(C(=O)OCC)C1C(=O)OCC(=O)N1CCc2ccccc21	-4.9%	-0.4%	i	0.4%	?	-8.0%	-2.7%	-5.5%	-8.8%
CCOC(=O)N1CCN(C(=O)c2ccc(OC(C)=O)cc2)CC1	-5.2%	2.4%	i	-8.3%	1.8	3.3%	-12.8%	3.4%	-0.1%
COc1ccc(OC)c(/C(O)=C/C(=O)C(=O)Nc2cc(C)cc(C)c2)c1	-0.2%	-0.2%	i	5.6%	52.8	-10.6%	?	-0.4%	?
COc1ccc(S(=O)(=O)NCCC(=O)Nc2ccc(C)cc2)cc1	22.3%	1.9%	i	-0.2%	-8.8	-11.4%	-3.5%	21.7%	?
CCOc1ccccc1C(=O)Nc1c[nH]c(=O)[nH]c1=O	17.6%	?	i	-1.4%	-9.7	-3.5%	?	5.5%	?
COCCCNC(=O)c1cc2cc([N+](=O)[O-])cc(OC)c2oc1=O	8.6%	-1.3%	i	-10.4%	10.9	8.2%	-23.5%	1.2%	5.4%
CCN1CCN(C(=O)CN(c2ccc(F)c(Cl)c2)S(C)(=O)=O)CC1	20.5%	-0.3%	i	?	-11.5	4.5%	-14.4%	-1.3%	24.3%
CCc1nc2ccc(C)cc2c(C(=O)NC2CCCCC2C)c1C (configuration not stated)	-2.1%	-13.0%	nt	8.0%	3.0	nt	-5.3%	-9.5%	0.0%
O=C(c1cccs1)N1CCC(Cc2ccccc2)CC1	7.1%	-5.3%	?	6.0%	-19.2	-6.3%	-5.9%	7.6%	19.5%
Cc1ccc(C(=O)NCCn2cc(SCC(=O)Nc3nnc(C)s3)c3ccccc32)cc1	-14.8%	0.0%	i	11.8%	-25.3	37.0%[activator]	1.9%	-1.8%	0.0%
S=c1nc[nH]c2nc[nH]c12	2.31µM*	0.82µM*	?	?	38.4&24.1	?	-0.3%&-10.3%	1.84µM*	1.16µM*
CC1(c2nnc(Cc3ccccc3)o2)CC(c2ccccc2)=NO1 (configuration not stated)	13.9%	24.1%	i	-2.5%	27.4	4.1%	-0.9%	-0.8%	6.1%
CC(C)CN1C(=O)C(=O)N(CC(=O)N2CCC(Cc3ccccc3)CC2)C1=O	0.6%	-1.6%	i	-0.3%	18.3	-25.4%	-2.8%	-4.3%	?
CCNC(=O)C1CCCN(C(=O)c2ccc3snnc3c2)CC1 (configuration not stated)	29.1%	0.0%	i	nt	43.5	2.0%	nt	17.8%	2.3%
CCOC(=O)c1c(C)c(C(=O)NCc2ccco2)c(C)n1CC	1.0%	19.5%	i	-1.2%	-3.8	-11.3%	2.7%	3.4%	-9.8%
Cc1ccc(C(=O)OCc2cc(=O)n3nc(-c4cccs4)sc3n2)cc1	nt	-5.3%	i	nt	nt	9.9%	nt	nt	?
COc1ccc(-n2c(-c3ccc(Br)cc3)c[n+]3c2CCC3)cc1	?	4.11µM*	?	?	-66.6*	?	2.3%	?	-17.6%
CCc1ccccc1NC(=O)CN1CCN(C(=O)c2cc(C3CC3)nn2-c2ccccc2)CC1	4.2%	5.6%	?	nt	-18.2	nt	nt	-0.6%	?
COc1ccc(-n2c(=O)c3c4c(sc3n(Cc3ccccc3Cl)c2=O)CCC4)c(OC)c1	nt	-0.8%	?	nt	nt	-1.5%	nt	nt	-16.7%
COC(=O)c1[nH]c2c(c1C)C(=O)CCC2	20.2%	7.8%	i	3.2%	40.7	15.3%	7.9%	24.9%	14.3%
COc1ccccc1C(=O)C1CCCN(C(=O)c2ccco2)C1 (configuration not stated)	1.6%	?	i	-3.1%	28.0	nt	-9.4%	1.6%	?
O=C(COC(=O)C1=COCCO1)NCc1ccc(Cl)cc1	-6.7%	-14.6%	i	0.2%	24.5	nt	15.6%	2.3%	8.0%
C=CCc1ccccc1OCC(O)CN1CCN(C(=O)OCC)CC1 (configuration not stated)	-0.8%	-0.8%	i	-0.1%	21.4	29.2%	-2.6%	-6.8%	?
CC1CCC(C(C)C)C(OP(=O)(c2ccccc2)C(O)c2ccncc2)C1 (configuration not stated)	1.1%	-0.7%	i	-2.3%	-24.2	-26.5%	-15.6%	2.7%	-17.5%
